SRC3 TRFRET art: TR-FRET artefact, counter-screen to PPARgamma/SRC-3 agonist assay; PPARgamma/SRC-3 format; hits give high values; TR-FRET ratio at 8 µM; actives 0.39% (n = 99,000); AID 1048; in the data active means TR-FRET ratio above about 2000; further: inactives centre near 1600; reference of the scale not given here
SRC1 TRFRET art: counter-screen for PPARgamma SRC-1 recruitment agonists: TR-FRET artefact; TR-FRET detection artefact counter-screen, emission ratio; hits give high values; TR-FRET ratio at 8 µM; actives 0.34% (n = 99,000); AID 1051; in the data active means TR-FRET ratio above about 2300; further: inactives centre near 1800; reference of the scale not given here
An asterisk follows results filed as active.

SMILES | SRC3 TRFRET art | SRC1 TRFRET art
COc1cccc(CN2CCN(Cc3nc(-c4cccs4)oc3C)CC2CCO)c1 (stereo unspecified) | 1528 | 1577
CC1=NN(C(=O)c2ccc(Cn3cc([N+](=O)[O-])cn3)cc2)C(O)(C(F)(F)F)C1 (stereo unspecified) | 1711 | 1861
COc1ccccc1C(=O)Nc1ccc(C2=NNC(=O)CC2C)cc1 (stereo unspecified) | 1548 | 1697
O=C1OC(/C=C/c2ccccc2)=NC/1=C/c1ccco1 | 1472 | 1746
CC1CCCCC1NC(=O)COC(=O)COc1ccccc1Cl (stereo unspecified) | 1728 | 1874
COc1ccc(/C=C/C(=O)OCC(=O)NCc2ccco2)cc1OC | 1579 | 1969
Cc1cccc(CSCCNC(=O)c2ccc(CN3CCOCC3)cc2)c1 | 1511 | 1861
Cc1ccccc1C(=O)O/N=C(\c1ccccc1)c1ccccn1 | 1357 | 1803
CCOc1ccc(N2C(=O)Nc3ccccc3C2(O)C(=O)NCc2ccc(OC)cc2)cc1 (stereo unspecified) | 1524 | 1799
CCN(CC(=O)Nc1ccc(OC)cc1)CC(=O)Nc1ccc(Cl)cc1F | 1342 | 1679
CC(=O)c1ccc(N2CCN(CC(=O)Nc3ccccc3N3CCOCC3)CC2)cc1 | 1435 | 1844
COc1ccccc1NS(=O)(=O)c1cc(N/C(=N\S(=O)(=O)c2ccccc2)c2ccc(F)cc2)ccc1Cl | 1638 | 1809
CCO[C@H]1OC(C(=O)N2CCN(Cc3ccc4c(c3)OCO4)CC2)=C[C@@H](c2ccc3c(c2)OCO3)[C@@H]1CCCO | 1644 | 2007
O=C(COC(=O)CSc1cccc2cccc(Cl)c12)Nc1ncc(C(F)(F)F)cc1Cl | 2012 | 2087
COC(=O)C1=C(C)N(c2ccc(C)cc2)/C(=C/c2ccc(O)cc2)C1=O | 1702 | 1775
CCc1ccc(OCC(=O)Nc2cccc3nsnc23)cc1 | 1755 | 1754
O=C(NN=C1CCCC1)c1ccccc1OCCOc1ccccc1 | 1444 | 1632
O=C(NCc1ccc2c(c1)OCO2)C(=O)NCC(c1ccco1)N1CCN(c2ccccc2)CC1 (stereo unspecified) | 1524 | 1649
Cc1cc(CSc2ccccc2)ccc1NC(=O)COc1ccccc1C | 1521 | 1801
CCC(C)n1c(-c2cccc(S(=O)(=O)N(CC)CC)c2)n[nH]c1=S (stereo unspecified) | 1444 | 1992
O=C(Nc1ccccc1)C1=C[C@@H](C2CCCCC2)C[C@@H](OCCCCO)O1 | 1612 | 1689
COCC1CCN(Cc2nc(-c3ccc(OC)cc3)no2)CC1 | 1467 | 1765
COc1cc(-c2[nH]ncc2CN2CCc3sccc3C2)cc(OC)c1OC | 1436 | 1927
CCNC(=S)N/N=C/c1ccc(C(=O)O)cc1 | 1401 | 1761
COc1ccc(Cl)cc1NC(=O)c1[nH]nc(OC)c1[N+](=O)[O-] | 1416 | 1750
Cc1cccc(-n2c(C)cc(/C=N/NC(N)=S)c2C)c1 | 1478 | 1650
CCS(=O)(=O)Nc1ccc(C2=NN(C(C)=O)C(c3cccs3)C2)cc1 (stereo unspecified) | 1382 | 1571
CCOc1ccc(Cn2nnc(C(=O)Nc3ccc(OC)cc3OC)c2N)cc1 | 1682 | 1751
CCOc1ccc(C/C(O)=C2\C(=O)CC(C)(C)CC2=NCC(=O)O)cc1OCC | 1383 | 1735
COc1ccc(-c2cc(=O)c3cc(C)ccc3[nH]2)cc1 | 1612 | 1712
Cc1cc(SCC(=O)N/N=C/c2ccco2)nc2ccccc12 | 1295 | 1852
O=C1NC2CCc3nc4ccccc4c(=O)n3C2=Nc2ccccc21 (stereo unspecified) | 1311 | 1610
CS/C(=N\S(=O)(=O)c1cccs1)Nc1ccc(Br)cc1F | 1616 | 2285
CCn1ccc(C(=O)Nc2ccccc2SC)n1 | 1637 | 1794
COc1ccc(C(=O)Nc2ccc(N3CCN(C(C)=O)CC3)cc2)cc1[N+](=O)[O-] | 1652 | 1743
C/C=C/c1ccc(OCCCCN2CCC(C)CC2)c(OC)c1 | 1466 | 1585
N#Cc1ccc(-c2csc(NC(=O)c3ccc(S(=O)(=O)N4CCc5ccccc5C4)cc3)n2)cc1 | 1620 | 1740
O=C(CSc1nnnn1C1CCCCC1)Nc1ccccc1F | 1769 | 1714
CCC(=O)Nc1cccc(-c2cc3ccccc3oc2=O)c1 | 1503 | 1633
Cc1cc(=O)n2nc(N3CCCC3C(=O)NCCCN3CCCCC3)sc2n1 (stereo unspecified) | 1300 | 1772
CCN1CCN(C(=O)c2cc3cc4cc(OC)ccc4nc3s2)CC1 | 1661 | 1772
Cc1cc(C)c2oc(C(=O)Nc3nnc(C(C)C)s3)cc(=O)c2c1 | 1615 | 1991
CCCC(=O)Nc1ccc(-c2cnc(-c3ccc(NC(=O)CCC)cc3)nc2)cc1 | 1443 | 1674
COC(=O)c1cc(-c2cccs2)nn1-c1ccccc1 | 1476 | 2029
COc1ccc(/C=C/C(=O)Nc2cccc(F)c2)cc1S(=O)(=O)N1CCOCC1 | 1852 | 1660
N=C1C(c2ccccc2)=C(O)CN1c1cccc(O)c1 | 1573 | 1750
COC(=O)CCc1sc(NC2CCCCC2)nc1-c1ccc(OC)cc1 | 1646 | 1472
CN(C1CCCCC1)S(=O)(=O)c1ccc(Cl)c(C(=O)O)c1 | 1514 | 1727
CCNc1nc(SCCOc2ccc(Br)cc2)nc(N(C)C)n1 | 1333 | 1881
S=C(NCc1ccc(Cl)cc1)N1CCN(c2ccccn2)CC1 | 1690 | 1808

Next compounds
SMILES | SRC3 TRFRET art | SRC1 TRFRET art
O=C(COC(=O)c1cccnc1Cl)Nc1ccccc1OC(F)F | 1424 | 1928
Nc1cc(C(=O)O)ccc1Sc1ccccc1C(=O)O | 1799 | 1749
Cc1ccc2ccccc2c1NC(=O)Cn1nnc(-c2cccnc2)n1 | 1492 | 1760
COC(=O)CNc1nc(-c2cccnc2)nc2ccccc12 | 1334 | 1974
COc1ccc(N2CCN(C(c3ccccc3OC)c3nnnn3C3CCCC3)CC2)cc1 (stereo unspecified) | 1885 | 1768
COC1CCCN(Cc2nc(Cc3ccccc3F)no2)C1 (stereo unspecified) | 1772 | 1740
O=S(=O)(Nc1ccc(N2CCCCC2)cc1)c1ccc(F)c(F)c1 | 1614 | 1800
Cc1ccn2cc(CCNC(=O)Cc3cccs3)nc2c1 | 1659 | 1998
COCCOc1ccc(C(F)(F)F)cc1NC(=O)c1ccccc1F | 1514 | 1887
CCOC(=O)CC(NC(=O)c1cc2cccc(OC)c2oc1=O)c1cccc([N+](=O)[O-])c1 (stereo unspecified) | 1322 | 1845
O=C(NC1(C(F)(F)F)N=C(c2ccccc2)NC1=O)c1ccccc1F (stereo unspecified) | 1549 | 1502
NC(=O)C1CCN(C(=S)NCc2ccc3c(c2)OCO3)CC1 | 1638 | 1912
CC(=O)N(c1cccc(C)c1)S(=O)(=O)c1ccc(Cl)cc1 | 1410 | 1738
CCOc1ccc(CCNC(=O)COC(=O)/C=C/c2ccc(OCC#N)c(OC)c2)cc1OCC | 1485 | 1933
CC(C)c1[nH]nc2c1C1(CCN(Cc3ccccc3)CC1)C(C#N)=C(N)O2 | 1475 | 1970
Cn1c(N)c(C(=O)CSc2ccccn2)c(=O)n(C)c1=O | 1564 | 1933
O=C(CNC(=O)c1ccccc1O)N/N=C/c1ccccn1 | 1377 | 1743
C=CCn1c(C)cc(C2=NNC(=NCC)SC2)c1C | 1633 | 1799
COc1ccc(CNC(=O)CSc2nc3ccc(N)cc3s2)cc1 | 1768 | 1928
CC(=O)N1CCN(CC(=O)Nc2ccccc2Sc2ccccc2)CC1 | 1649 | 2104
Cc1c2c(nc3ccccc13)CC(C)(C)CC2=O | 1567 | 1787
CCOC(=O)c1c(C)c(C(=O)NCc2ccccn2)c(C)n1CC | 1483 | 1651
COc1ccc(C2SCCN2C(=O)c2ccc([N+](=O)[O-])cc2)cc1 (stereo unspecified) | 1602 | 1951
NC(=O)NCCCC(=O)OCC(=O)c1ccc2ccccc2c1 | 1590 | 1851
O=C1NN(c2ccc(F)cc2)C(=O)/C1=C\C=C\c1ccco1 | 1599 | 1669
COC(=O)[C@@H]1[C@@H](C)OC(=O)N[C@H]1c1ccccc1 | 1702 | 1798
COc1ccc(C(=O)CCNc2ccc3c(c2)OCCO3)cc1 | 1575 | 2000
COC(=O)N/N=C/c1cn(CCCOc2ccc(C)cc2)c2ccccc12 | 1550 | 1738
CCN(CC)C(=O)C(C(=O)c1cccc([N+](=O)[O-])c1)n1cc(Cl)ccc1=O (stereo unspecified) | 1761 | 1782
COc1ccc(C(=O)NCC(=O)OCC(=O)NCCC2=CCCCC2)cc1 | 1604 | 2008
COc1cccc(-n2c(Cc3cc(=O)[nH]c(=O)[nH]3)nnc2SCc2cccc(C(F)(F)F)c2)c1 | 1677 | 1745
O=C(CNC(=O)c1cccc(F)c1)N/N=C/c1ccc(O)c([N+](=O)[O-])c1 | 1764 | 1816
O[C@H]1COC2C1OC[C@@H]2O (stereo partly specified) | 1566 | 1631
COC(=O)c1ccc(NC(=O)COc2ccc(S(=O)(=O)NC(C)(C)C)cc2)cc1 | 1609 | 1862
Cn1ccnc1C(=O)c1ccc(NN)c([N+](=O)[O-])c1 | 1714 | 2150
O=C(Nc1ccc(N2CCOCC2)cc1)c1c(F)cccc1Cl | 1650 | 1909
Cc1ccc(CN2CCN(Cc3cnc(C)s3)CC2CCO)o1 (stereo unspecified) | 1292 | 1650
CC(C)(C)C(=O)N(Cc1ccccc1)c1ccccn1 | 1359 | 1653
C[C@@H](C(=O)NCc1ccc(S(C)(=O)=O)cc1)[C@@H]1C[C@@]1(C)[C@@H](NC(=O)OCc1ccccc1)c1ccccc1 | 1433 | 2014
CCOC(=O)N1CCC(=NNc2ccc(S(=O)(=O)N3CCOCC3)cc2[N+](=O)[O-])CC1 | 1570 | 1636
CC[n+]1c(/C=C2/C=C(C)CC(C)C2)sc2ccccc21 (stereo unspecified) | 1434 | 1659
CC(=O)c1cccc(NC(=O)CC2S/C(=N/N=C/c3cccs3)NC2=O)c1 (stereo unspecified) | 1515 | 1891
O=C(c1ccncc1)N1N=C(C2CC2)CC1(O)C(F)(F)F (stereo unspecified) | 1335 | 1816
COc1cc([N+](=O)[O-])ccc1-c1ccc(C(=O)Nc2ccc(NC(C)=O)cc2)o1 | 1420 | 2004
c1ccc(-c2cc3c(N4CCCCC4)ncnc3s2)cc1 | 1636 | 1738
O=C1CN(C(=O)c2cc3ccccc3oc2=O)C(c2ccc(F)cc2)c2cc(F)ccc2N1 (stereo unspecified) | 1549 | 1649
Cn1nc(C(=O)N2CCOCC2)c([N+](=O)[O-])c1C(=O)N1CCOCC1 | 1560 | 1523
CC(=O)Nc1ccc(OC(=O)COc2ccc(Br)cc2)cc1 | 1793 | 1616
COc1ccc(NC(=O)Nc2ccc(Br)cn2)cc1 | 1545 | 1836
CC1CC(C)CN(c2ccc([N+](=O)[O-])cc2-c2nn[nH]n2)C1 (stereo unspecified) | 1561 | 1755

Continued:
SMILES | SRC3 TRFRET art | SRC1 TRFRET art
Cn1c(O)c(N=NC(=O)Cn2ccc(C(F)(F)F)n2)c2ccccc21 | 1693 | 1836
Cc1ccc(C(c2sc3ncnn3c2O)N2CCC(C)CC2)cc1 (stereo unspecified) | 1564 | 1939
COC(=O)/C=C/c1cnc2ccccc2c1 | 1536 | 1656
CCC(=O)Nc1nc2c(OC)ccc(C)c2s1 | 1601 | 1912
CN(CCOC(=O)/C=C/c1ccccc1)C(C)(C)C | 1441 | 1969
CN(C)/C=C(\C=O)c1ncc(C(F)(F)F)cc1Cl | 1481 | 1716
CCOC(=O)C1CCN(S(=O)(=O)c2cn(C)c(=O)n(C)c2=O)CC1 | 1859 | 1827
COc1cc(CNC(C)(C)CO)cc(Br)c1OCc1ccccc1 | 1676 | 1826
Cc1ccc(S(=O)(=O)NC2=NCCCCC2)cc1 | 1557 | 1843
CSc1ncc(Cl)c(C(=O)Nc2cccc(C)c2)n1 | 1472 | 1759
O=C(CSc1nnc(-c2ccc(Cl)cc2)n1CC1CCCO1)NC1CCS(=O)(=O)C1 (stereo unspecified) | 1823 | 1778
O=c1c2ccccc2nc2n1CCC2O (stereo unspecified) | 1664 | 2050

Of the compounds above, these have a Cl atom.
SMILES | SRC3 TRFRET art | SRC1 TRFRET art
CC1CCCCC1NC(=O)COC(=O)COc1ccccc1Cl (stereo unspecified) | 1728 | 1874
CCN(CC(=O)Nc1ccc(OC)cc1)CC(=O)Nc1ccc(Cl)cc1F | 1342 | 1679
COc1ccccc1NS(=O)(=O)c1cc(N/C(=N\S(=O)(=O)c2ccccc2)c2ccc(F)cc2)ccc1Cl | 1638 | 1809
O=C(COC(=O)CSc1cccc2cccc(Cl)c12)Nc1ncc(C(F)(F)F)cc1Cl | 2012 | 2087
COc1ccc(Cl)cc1NC(=O)c1[nH]nc(OC)c1[N+](=O)[O-] | 1416 | 1750
CN(C1CCCCC1)S(=O)(=O)c1ccc(Cl)c(C(=O)O)c1 | 1514 | 1727
S=C(NCc1ccc(Cl)cc1)N1CCN(c2ccccn2)CC1 | 1690 | 1808
O=C(COC(=O)c1cccnc1Cl)Nc1ccccc1OC(F)F | 1424 | 1928
CC(=O)N(c1cccc(C)c1)S(=O)(=O)c1ccc(Cl)cc1 | 1410 | 1738
CCN(CC)C(=O)C(C(=O)c1cccc([N+](=O)[O-])c1)n1cc(Cl)ccc1=O (stereo unspecified) | 1761 | 1782
O=C(Nc1ccc(N2CCOCC2)cc1)c1c(F)cccc1Cl | 1650 | 1909
CN(C)/C=C(\C=O)c1ncc(C(F)(F)F)cc1Cl | 1481 | 1716
CSc1ncc(Cl)c(C(=O)Nc2cccc(C)c2)n1 | 1472 | 1759
O=C(CSc1nnc(-c2ccc(Cl)cc2)n1CC1CCCO1)NC1CCS(=O)(=O)C1 (stereo unspecified) | 1823 | 1778

Bioassay records deposited in PubChem by The Scripps Research Institute Molecular Screening Center.
